# BAP1 inh: inhibitors of human BAP1 deubiquitinase. Q92560. recombinant BAP1, Ub-AMC hydrolysis fluorescence kinetic; hits give low values. activity remaining (% of control), % at 20 µM. hit rate 0.48% among 72,000;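 active means activity remaining at or below 50% of control, provided the compound also passes the data quality filters; inactive means the rest, including low values that fail the filters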;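 further: 100% = DMSO wells rate and 0% = substrate alone blank rate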
# Target sequence (Q92560 whole entry, looked up): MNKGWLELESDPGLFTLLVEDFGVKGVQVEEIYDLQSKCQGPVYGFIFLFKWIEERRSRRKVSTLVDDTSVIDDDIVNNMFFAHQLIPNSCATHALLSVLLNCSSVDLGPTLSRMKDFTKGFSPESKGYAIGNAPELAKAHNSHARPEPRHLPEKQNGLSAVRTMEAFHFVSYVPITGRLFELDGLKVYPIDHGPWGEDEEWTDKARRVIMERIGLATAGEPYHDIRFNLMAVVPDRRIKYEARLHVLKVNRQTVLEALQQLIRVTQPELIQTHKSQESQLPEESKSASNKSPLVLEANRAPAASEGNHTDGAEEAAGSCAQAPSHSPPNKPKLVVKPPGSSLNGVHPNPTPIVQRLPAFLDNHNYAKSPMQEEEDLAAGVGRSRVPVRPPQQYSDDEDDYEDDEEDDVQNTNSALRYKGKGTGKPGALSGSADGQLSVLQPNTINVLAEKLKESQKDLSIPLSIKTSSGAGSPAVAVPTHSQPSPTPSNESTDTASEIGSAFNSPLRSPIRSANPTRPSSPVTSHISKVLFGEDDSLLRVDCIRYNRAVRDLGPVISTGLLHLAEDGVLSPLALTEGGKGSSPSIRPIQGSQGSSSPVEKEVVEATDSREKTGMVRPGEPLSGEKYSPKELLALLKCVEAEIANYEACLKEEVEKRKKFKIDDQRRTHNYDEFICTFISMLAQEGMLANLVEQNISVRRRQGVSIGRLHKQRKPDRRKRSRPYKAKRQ
# HePTP inh: human HePTP phosphatase inhibition; recombinant HePTP phosphatase activity, OD absorbance; inhibition, % at 20 µM; hit rate 0.64% among 110,000; AID 521; in the data active means inhibition above about 50%;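 further: plate controls were vehicle for no effect and reference inhibitor for full effect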
# Target sequence (P35236 whole entry, looked up): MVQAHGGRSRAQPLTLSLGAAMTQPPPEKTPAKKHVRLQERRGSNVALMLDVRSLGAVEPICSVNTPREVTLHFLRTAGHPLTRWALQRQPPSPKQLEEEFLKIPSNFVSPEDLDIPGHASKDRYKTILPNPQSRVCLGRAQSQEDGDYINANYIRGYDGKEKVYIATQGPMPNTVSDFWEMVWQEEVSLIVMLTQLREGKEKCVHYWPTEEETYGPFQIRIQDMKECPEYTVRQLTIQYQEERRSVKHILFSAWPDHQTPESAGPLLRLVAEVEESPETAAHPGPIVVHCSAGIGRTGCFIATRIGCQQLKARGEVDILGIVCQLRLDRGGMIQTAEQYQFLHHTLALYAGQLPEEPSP
# Numbers without * were called inactive; x = no result given; & = joins results of further samples. Compounds were not picked by outcome. About 0.95% of those tested had a hit in this group.
compound | BAP1 inh | HePTP inh
Cc1ccc(CCNC(=O)C2CCCN(C(=O)c3cc4sccc4n3C)C2)cc1 (stereo not drawn) | 76 | 3
CC(C)N1CCC(Nc2ccccc2)N1C=O (stereo not drawn) | x | 3
COc1cc2c(cc1OC)C(c1ccco1)CC(=O)N2 (stereo not drawn) | 100 | 4
Cc1nnc(SCC(=O)N2c3ccccc3C(C)(c3ccc(Br)cc3)CC2(C)C)s1 (stereo not drawn) | x | 6
O=[N+]([O-])c1cccc(N/N=C/c2ccc(O)cc2O)c1 | x | -12
Nn1c(COc2ccccc2)nc2ccccc2c1=O | 90 | -9
Cc1c(O)nc(Nc2nc(C)c3ccccc3n2)[nH]c1=O | x | -5
Cc1cc(NC(=O)c2ccc(S(=O)(=O)N(C)C)cc2)no1 | 94 | 1
Cc1nc2cc(C(=O)O)ccc2n1-c1ccccc1 | 84 | 3
O=C(CSc1nc2ccccc2c(=O)n1CC1CCCO1)N1CCN(c2ccccc2)CC1 (stereo not drawn) | 100 | 0
O=C1CC(c2ccc3ccccc3c2)c2ccc3ccccc3c2N1 (stereo not drawn) | 53 | x
Cc1nc2nc(SCC(=O)N3CCOCC3)nn2c(C)c1Cc1ccccc1 | x | -4
O=C(CSc1nnc2ccccn12)c1ccc(OC(F)F)cc1OC(F)F | 87 | -1
Ic1ccccc1NCn1nnc2ccccc21 | x | -13
COc1ccc(CC(=O)Nc2cccc(-c3nnc(-c4ccccc4)o3)c2)cc1OC | 97 | -12
COCc1cccc(N2C(=O)CC(C3C=C(C)C4C(=O)N(c5cccc(COC)c5)C(=O)C4C3)C2=O)c1 (stereo not drawn) | 138 | x
CC(=O)c1c(C(C)=O)c(C)n(CCCCn2c(C)c(C(C)=O)c(C(C)=O)c2C)c1C | 98 | -1
Cc1ccc(CC2C(=O)N(c3ccc(I)cc3)C(=O)C2C)cc1 (stereo not drawn) | x | -8
C#CCOc1ccc(/C=C2\C(=O)NC(=O)N(c3ccc(C)cc3)C2=O)cc1Br | x | 0
COc1ccccc1CC(=O)Nc1ccc(Br)cc1 | x | -10
O=C1CC(N(Cc2ccco2)C(=O)Nc2ccc(F)cc2)C(=O)N1c1ccc(F)cc1 (stereo not drawn) | x | 6
Cn1c(C(=O)NC2CCCC2)cc2c(=O)n(C)c3ccccc3c21 | 103 | 2
O=C(NCC1CCCO1)C1c2ccccc2C(=O)N1Cc1ccc2c(c1)OCO2 (stereo not drawn) | 88 | -1
NC(=O)CCCN1C(=O)/C(=C/c2ccccc2)SC1=S | x | 9
Cc1cc(C)cc(-n2c(C)cc(/C=C3\NC(=S)NC3=O)c2C)c1 | x | -4
CCCOc1ccccc1/C=C1/C(=O)NN(c2ccc(C(=O)OCC)cc2)C1=O | x | 14
COC(=O)C1=C(N)Oc2cc(C)n(Cc3cccnc3)c(=O)c2C1c1ccccc1OC (stereo not drawn) | 116 | 11
CC(=O)c1c(OC(=O)c2ccccc2Br)ccc2c(C)cc(=O)oc12 | 92 | x
CC(=O)N1c2ccc(C)cc2C2(c3ccccc3)N(C(C)=O)c3ccc(C)cc3C12c1ccccc1 (stereo not drawn) | x | -11
O=C(Nc1ccc2c3c(cccc13)CC2)c1ccccc1I | x | 6
COCCOC(=O)c1c(C)oc2ccc(OCc3cccc(F)c3)cc12 | x | 7
COC(=O)c1ccc(C2C3=C(CC(C)(C)CC3=O)NC3=C2C(=O)CC(C)(C)C3)cc1 | x | -2
Nc1ccccc1OCCOCCOCCOc1ccccc1N | 92 | 4
COc1ccc(/C=C/C(=O)Nc2nc(-c3ccccc3)cs2)cc1OC | x | -2
O=C(NCc1ccccc1)NC(=O)c1ccccc1 | 115 | 8
O=C(OCc1c(Cl)cccc1Cl)c1cccnc1 | 94 | 2
O=C(O)c1cccc(NC(=O)c2cc(S(=O)(=O)N(CCO)CCO)ccc2Cl)c1 | x | -13
O=C(CN1CCN(Cc2ccccc2)CC1)c1ccc(Br)cc1 | 106 | 5
CCOC(=O)c1cnc(-c2ccccc2)nc1Nc1ccccc1 | x | -9
NS(=O)(=O)c1ccc(-c2ccc(/C=C3/C(=O)NN(c4ccc(Br)cc4)C3=O)o2)cc1 | x | -3
CCOC(=O)N1CCC(n2c(=S)[nH]c3cc(OC)c(OC)cc3c2=O)CC1 | 124 | 6
CC(C)(C)c1ccc(CNc2cc(N3CCOCC3)ccc2[N+](=O)[O-])cc1 | x | 2
CCc1ccccc1NC(=O)c1nn2c(c1Cl)NC(c1cccs1)CC2C(F)(F)F (stereo not drawn) | x | -14
COc1ccc(CNC(=O)[C@H](C)NC(=O)C2CCN(S(=O)(=O)c3ccc(C)cc3)CC2)cc1 | 86 | 11
O=C(Cc1cccs1)Nc1cccnc1 | 106 | 9
COc1cccc(C2/C(=C(/O)c3cnn(-c4ccccc4)c3C)C(=O)C(=O)N2CCN(C)C)c1 (stereo not drawn) | 75 | 9
O=C(N1CCN(c2ccccc2)CC1)C12CC3CC(CC(C3)C1)C2 | 89 | -4
CN(C1CCCCC1)S(=O)(=O)Cc1ccccc1 | 64 | 11
O=C(CSc1nnnn1-c1ccc2c(c1)OCCO2)N1CCc2ccccc21 | 92 | 4
CC(C)NS(=O)(=O)c1ccc(CCC(=O)N2CCOCC2)cc1 | 126 | 3
COc1cc(CN2CCN(C3CCCCCC3)CC2)cc(OC)c1O | x | -3
CC1=C(C(=O)OCCC(C)C)C(c2cc3c(cc2Br)OCO3)NC(=O)N1 (stereo not drawn) | 106 | x
O=C(Nc1ccc(Nc2ccccc2)cc1)C1CC1 | 61 | 1
COC(=O)C1C(=O)C2=C(CC1C)NC(=O)CC2c1ccc(O)c(OC)c1 (stereo not drawn) | 99 | -4
Cc1cc(C)cc(OCC(=O)NCc2ccncc2)c1 | x | -1
CN1CCCC(OC(=O)COc2ccccc2)C1 (stereo not drawn) | 101 | 3
Cn1c(=O)n(CCCOc2ccc(Br)cc2)c2ccccc21 | 148 | 2
O=C(O)COc1ccc(-c2nc3sc4c(c3c(=O)[nH]2)CCCC4)cc1 | x | 28
O=C(O)/C=C\C(=O)Nc1cccc(-c2cn3ccccc3n2)c1 | x | 2
CCOC(=O)CSc1cc(C)nc(NC(C)=O)n1 | 102 | -10

# Ordered by formula weight (lowest first): some entries from above.
compound | BAP1 inh | HePTP inh
O=C(N1CCN(c2ccccc2)CC1)C12CC3CC(CC(C3)C1)C2 | 89 | -4
Cn1c(=O)n(CCCOc2ccc(Br)cc2)c2ccccc21 | 148 | 2
COc1ccc(/C=C/C(=O)Nc2nc(-c3ccccc3)cs2)cc1OC | x | -2
O=C(CSc1nnc2ccccn12)c1ccc(OC(F)F)cc1OC(F)F | 87 | -1
COc1cccc(C2/C(=C(/O)c3cnn(-c4ccccc4)c3C)C(=O)C(=O)N2CCN(C)C)c1 (stereo not drawn) | 75 | 9

# (further entries)
compound | BAP1 inh | HePTP inh
OC(c1ccccc1)c1ccc2c(c1)OCCCO2 (stereo not drawn) | x | 7
CCCC(=O)Nc1c(C)nn(C(=O)CCC)c1C | 101 | 5
Cc1ccc(S(=O)(=O)c2nc(Nc3ccccc3C)sc2Cl)cc1 | x | 8
CCCCN(CC)S(=O)(=O)c1ccc(C(=O)Nc2nnc(CSC)o2)cc1 | 125 | 16
CCn1ncc(Cl)c1C(=O)NC(C)c1ccccc1 (stereo not drawn) | 77 | 4
COc1ccc(CN2CCN(C3CCCCC3)CC2)cc1Br | x | -8
Cc1ccc(-c2ccc(OCC(=O)Nc3ccc(F)cc3)cc2)cc1 | x | 3
COc1cc2nc(-c3ccc(Oc4cccc(-c5nc6cc(OC)c(OC)cc6c(=O)o5)c4)cc3)oc(=O)c2cc1OC | x | -4
CCOc1cc(OCC)cc(C(=O)Nc2ccc(NC(=O)c3ccc(Br)cc3)cc2)c1 | x | 2
CC1(C)CC(N2CCC(=O)NC2=S)CC(C)(C)N1 | x | 4
CCCNC(=O)OCC12COC3c4ccccc4OC(C)(CC1C)C3C2C (stereo not drawn) | x | 0
CCOC(=O)CSc1ccc2nnc(-c3cccs3)n2n1 | 98 | -2
O=C1C2C3C=CC(C3)C2C(=O)N1c1n[nH]c(CCc2ccccc2)n1 (stereo not drawn) | 100 | 4
CCOC(=O)c1cnn(CC2CCCCC2)c1N | 96 | 7
O=S(=O)(Nc1ccc2c(c1)CCC2)c1cccs1 | 74 | 14
O=C(NC1CCCCC1)N1CCCC(c2nc(-c3ccc(S(=O)(=O)N4CCCC4)cc3)no2)C1 (stereo not drawn) | 73 | 11
CCCOc1cccc(C(=O)Nc2ccc(NC(=O)c3ccc(Br)cc3)cc2)c1 | 50 | x
CCc1ccccc1NC(=O)c1ccccc1C(F)(F)F | x | 7
Nn1c(SCC(=O)Nc2ccc3c(c2)OCO3)nnc1-c1ccncc1 | 95 | 7
CCCCn1c(SCC(=O)c2ccc3c(c2)OCCO3)nnc1-c1ccco1 | 94 | 2
CC(C)OCCCn1c(=S)[nH]c2cc3c(cc2c1=O)OCO3 | 112 | 7
COc1ccc(NC(=O)N(CCCN2CCOCC2)Cc2cccnc2)c(OC)c1 | 85 | 3
Cc1ccc(S(=O)(=O)CNC(=O)c2ccccc2)cc1 | 95 | 5
COc1ccc(-c2noc(N3CCC(C(=O)N4CCN(c5ccccn5)CC4)CC3)n2)cc1 | 101 | 5
COc1ccc(/C(O)=C2/C(=O)C(=O)N(CCCN(C)C)C2c2cccnc2)cc1 (stereo not drawn) | 88 | 2
CC(=O)Oc1ccc(N2C(=O)c3ccc(C(=O)Oc4ccccc4)cc3C2=O)cc1 | 107 | x
Cc1ccccc1/C(=C1\OC(=O)c2ccccc21)[N+](=O)[O-] | x | -8
CCCc1nc(SCC(=O)N2CCN(c3ccccc3)CC2)c2c(=O)n(C)c(=O)n(C)c2n1 | 95 | 4
CCOC(=O)Nc1cccc2ccccc12 | 102 | 3
COc1ccccc1NC(=O)c1cccnc1NCCO | 169 | x
O=C(Nc1ccccc1C(=O)N1CCOCC1)c1noc2c1CCCC2 | 82 | 4
Cc1ccc2c(c1)C(N1CCCC1=O)CC(c1ccco1)N2 (stereo not drawn) | 96 | 4
CN1CCN(CN2C(=O)C(=O)c3ccccc32)CC1 | x | -18
Cc1ccc(Cl)cc1N1CCN(S(=O)(=O)c2ccc3c(c2)OCCO3)CC1 | 108 | -14
CCOC(=O)C1=C(C)N=c2s/c(=C\c3ccc(F)cc3)c(=O)n2C1c1cccc(OC)c1 (stereo not drawn) | x | 6
CC(C)(C)NC(=O)/C(=C\c1ccc(Br)cc1)NC(=O)c1ccc([N+](=O)[O-])cc1 | x | -15
CCN1CCN(c2nc3c(c(=O)n(C)c(=O)n3C)n2CCSc2ncccn2)CC1 | 102 | -2
O=C(c1ccc(F)cc1)N(Cc1ccccc1)c1cccc([N+](=O)[O-])c1 | x | -11
O=c1[nH]c2cc3c(cc2cc1CN(CCCO)Cc1nnnn1Cc1ccc(F)cc1)OCO3 | x | 10
Cc1ccccc1C(=O)Nc1cccc(-c2nnc(SCC(=O)O)n2C)c1 | 99 | 1
COC(=O)c1ccc(CSc2nnnn2-c2ccccc2)o1 | 124 | 2
Cc1c(C(=O)N2CCN(S(C)(=O)=O)CC2)oc2ccccc12 | 70 | 1
COc1ccc(OC)c(C2/C(=C(\O)c3ccc(F)cc3)C(=O)C(=O)N2CCCCCC(=O)O)c1 (stereo not drawn) | x | -13
O=C(Nc1ccc2c(c1)OCCO2)c1cc2ccccc2o1 | x | 3
Cc1ccccc1-n1c(Cn2c(=O)sc3ccccc32)nnc1SCC(=O)NCC1CCCO1 (stereo not drawn) | 99 | 0
CC(C)N(Cc1nc(-c2ccccc2)no1)C(=O)Cc1ccccc1 | 94 | -10
CCCCSCCCNC(=O)CS(=O)Cc1nc(-c2cccc(C)c2)oc1C (stereo not drawn) | 84 | 10
O=C(CC1Oc2ccccc2NC1=O)NC1CC1 (stereo not drawn) | 91 | 4
O=C(Nc1ccc(Br)cn1)c1ccc(Oc2ccccc2)cc1 | x | 6
O=C(N/N=C/C(Br)=C/c1ccccc1)C(O)c1ccccc1 (stereo not drawn) | x | 3
Nc1nonc1-n1nnc(C(=O)c2ccccc2)c1-c1ccccc1 | 98 | -11
CC1(C)NC(C)(C)c2nonc2/C1=N\O | 94 | 3
CC1CCN(C(=O)C2CCN(S(=O)(=O)c3cnc[nH]3)CC2)CC1 | 85 | 7
Cc1sc2nc(SCC(=O)NCCO)n(C)c(=O)c2c1C | 92 | 9
Cc1onc(-c2ccccc2Cl)c1C(=O)Nc1ccc2ccccc2c1 | x | 1
Cc1cc(C)nc(Nc2ccc(N3CCOCC3)cc2)n1 | 168 | 0
Cc1oc(C(N)=O)cc1COc1ccccc1C(N)=O | x | 1
COC(=O)C(NC=O)C(O)(Cc1ccccc1)C(F)(F)F (stereo not drawn) | 110 | -7
COC(=O)C1(C)NC(c2ccco2)C2C(=O)N(c3ccc(C)cc3)C(=O)C21 (stereo not drawn) | 111 | 7
COC(=O)c1ccc(OC(=O)C2CC(=O)N(c3cccc(C)c3)C2)cc1 (stereo not drawn) | x | 4

# Next results.
compound | BAP1 inh | HePTP inh
COc1ccccc1/C=C/C(=O)NCC(=O)N/N=C(/C)c1ccccc1 | x | 3
Cc1ccc(S(=O)(=O)N2CCN(C(=O)N(C)C)CC2)cc1C | 114 | -1
O=C(Nc1ccccc1)C1=C(O)CC(c2ccco2)CC1=Nc1ccccc1 (stereo not drawn) | 64 | -1
C[C@]12C=CC(=O)C=C1CC[C@H]1[C@@H]3C[C@@H](O)[C@](O)(C(=O)CO)[C@@]3(C)C[C@H](O)[C@@]12F | 98&98 | 3

# One compound at a time (already shown). Screens in order: BAP1 inh	HePTP inh
# `O=C(Nc1ccccc1)C1=C(O)CC(c2ccco2)CC1=Nc1ccccc1` (stereo not drawn) in the list: 64	-1
# `C[C@]12C=CC(=O)C=C1CC[C@H]1[C@@H]3C[C@@H](O)[C@](O)(C(=O)CO)[C@@]3(C)C[C@H](O)[C@@]12F` in the list: 98&98	3
# `COc1ccccc1/C=C/C(=O)NCC(=O)N/N=C(/C)c1ccccc1` in the list: x	3

# Screens: PubChem BioAssay, several laboratories
